High-throughput results: PubChem, National Center for Advancing Translational Sciences (NCATS)
Tb PYK inh = qHTS of Trypanosoma Brucei Inhibitors; pyruvate kinase (Trypanosoma brucei), Q57TT1; Potency, µM (series often up to 76.8 µM), without a hit: at the top dose activity, negative = inhibition, usual class: inhibitors; 0.12% of 410,000 active; AID 624173, 2012; TbPYK enzyme, Kinase-Glo Plus ATP luminescence, 45 min; active = well fitted inhibition curve with a large enough effect; also: nearly all actives have a fitted effect of over 50% in size
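In this concentration-response screen, enzyme-free wells defined baseline while DMSO plates tracked drift. Each reaction combined TbPYK, substrate, compound and 130 uM ADP for 45 min at room temperature. Kinase-Glo Plus luminescence gave the signal.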
Active calls of the source: *; [ ] = another dose, or the depositor's remark. % is scaled to controls: 0 for no effect and ±100 for the full control effect; potency is read from the fitted curve at half-maximal effect.

canonical_smiles | Tb PYK inh
Cc1cccc(CNC(=O)Cn2ccc3cc(S(=O)(=O)N4CCC(C)CC4)ccc32)c1 | -18%
Cc1ccc(-n2nc(C)c3c(C(=O)NCCc4ccccc4)cc(C)nc32)cc1 | -4%
COc1cccc(CNC(=O)c2cc(-c3ccc(Cl)s3)nc3ccccc23)c1 | 5%
CCN1CCN(C(c2ccccc2F)c2c(O)cc(C)n(CCOC)c2=O)CC1 (stereo not given) | 1%
CCOC(=O)c1cccc(NC(=O)c2ccc3nc(C(C)C)oc3c2)c1 | 0%
COc1ccc(C(=O)NCc2nnc(SCC(=O)Nc3ccc(F)cc3)n2-c2ccccc2)cc1 | 9%
O=C(Nc1ccc(Cl)cc1)C1CCN(S(=O)(=O)c2ccc(Br)s2)CC1 | -4%
Cc1ccc(CNC(=O)CSc2nc3ccccc3nc2Cc2ccc(C)cc2)cc1 | -8%

Part of the list above, as labelled records:
structure: Cc1cccc(CNC(=O)Cn2ccc3cc(S(=O)(=O)N4CCC(C)CC4)ccc32)c1
  Tb PYK inh: -18%
structure: Cc1ccc(-n2nc(C)c3c(C(=O)NCCc4ccccc4)cc(C)nc32)cc1
  Tb PYK inh: -4%
structure: COc1cccc(CNC(=O)c2cc(-c3ccc(Cl)s3)nc3ccccc23)c1
  Tb PYK inh: 5%
structure: CCN1CCN(C(c2ccccc2F)c2c(O)cc(C)n(CCOC)c2=O)CC1 (stereo not given)
  Tb PYK inh: 1%

(cont.)
canonical_smiles | Tb PYK inh
O=C(NCCSc1c(-c2ccc(Br)cc2)[nH]c2ccccc12)c1ccc(S(=O)(=O)N2CCOCC2)cc1 | -5%
COc1ccc2c(c1)CC(C(=O)NCCCN1CCN(c3cccc(Cl)c3)CC1)CO2 (stereo not given) | -8%
Cc1ccc2oc(=O)n(CCNC(=O)Nc3ccccc3Cl)c2c1 | 6%
CC(C)COc1ccc(C(=O)Nc2onc3c2CCCC3)cc1 | -10%
COC(=O)CS(=O)(=O)c1nc2ccccc2nc1N1CCCCC1 | 0%
Clc1ccccc1N1CCN(Cc2nnc(-c3ccccc3)o2)CC1 | 1%
Cc1cccc(NC(=O)C2CCCN(S(=O)(=O)c3ccc4c(c3)CCCC(=O)N4)C2)c1 (stereo not given) | 1%
Cc1ccccc1C(=O)Nc1sc2c(c1C(=O)N1CCCCC1)CCC(C(C)(C)C)C2 (stereo not given) | -5%
CN(C)c1ccc(CNC(=O)C2COc3ccccc3C2)cc1 (stereo not given) | 3%
CCOc1ccccc1CNC(=O)c1cnn(-c2ccc(C)cc2)c1-n1cccc1 | 5%
CC(C)CN(CC(C)C)S(=O)(=O)c1ccc(C(=O)Nc2sc3c(c2C(N)=O)CCN(C(C)C)C3)cc1 | 2%
COc1cc(NC(=O)c2sc3nc4n(c(=O)c3c2C)CCCCC4)cc(OC)c1OC | 5%
Cc1cc(C)c(NC(=O)CSc2nc(-c3ccc(F)cc3)nc3c2Cc2c(CO)cnc(C)c2O3)c(C)c1 | -6%
CCN(c1ccccc1)c1ccc2cc(S(=O)(=O)N3CCCC3)ccc2n1 | 1%
O=C(CSC1=Nc2ccccc2N=C(c2ccc(F)cc2)C1)Nc1ccc(Cl)cc1 | 1%
COc1ccc(OC)c(NC(=O)c2sc3nc4c(cc3c2N)CCCCCC4)c1 | -5%
COc1ccc(NC(=O)c2cc(S(=O)(=O)N3CCCCCC3)cn2C)cc1Cl | 2%
CCc1ccccc1NC(=O)C(=O)NCCc1sc(-c2cccc(F)c2)nc1C | -4%
Cc1ccc(NC(=O)C(c2ccccc2)N2Cc3ccccc3C2=O)cc1Cl (stereo not given) | -3%
COc1ccc(C)cc1NC(=O)Nc1cc(C(=O)NCc2ccc(C)cc2)ccc1N1CCCC1 | -1%
CCOc1ccc(Nc2nc(C)c(NC(=O)c3cccc(OC)c3)c(Nc3ccc(OCC)cc3)n2)cc1 | -1%
CCOc1ccccc1CNC(=O)c1ccc2nc(Cc3ccc(OC)cc3)oc2c1 | -6%
COc1ccc(Cl)cc1NC(=O)Cn1c2ncccc2c(=O)n1-c1ccc(C)c(C)c1 | -4%
CCn1c(=N)c(C(=O)NCc2ccccc2)cc2c(=O)n3cccc(C)c3nc21 | 1%
CCOc1nc(NC(=O)NS(=O)(=O)Oc2cccc(F)c2)nc(-c2ccccc2)n1 | -7%
CC(C)c1ccc(S(=O)(=O)N2CCC(N3CCN(Cc4ccccc4)C(=O)C3=O)CC2)cc1 | -4%
COc1ccc(CCNC(=O)C2CCN(Cc3nc(-c4ccc(OC)c(OC)c4)oc3C)CC2)cc1OC | 1%
O=C(Cn1ccn(-c2ccc(F)cc2)c(=O)c1=O)Nc1ccccc1C(F)(F)F | -3%
Cc1ccc(OCC(=O)N(c2ccc(C)cc2)S(=O)(=O)c2ccc(Cl)cc2)cc1 | 0%
O=C(O)c1ccc2nc(-c3cc4cc(Cl)ccc4oc3=O)[nH]c2c1 | -14%
CCS(=O)(=O)c1ncc(Cl)c(C(=O)N2CCN(c3ccc(OC)cc3)CC2)n1 | 1%
COc1ccc(CCNC(=O)CSc2cn(CCNC(=O)c3ccc(OC)c(OC)c3)c3ccccc23)cc1OC | -2%
Cc1c(Cl)cccc1NC(=O)Cn1nnc2sc3c(c2c1=O)CCCC3 | 2%
COc1cc2c(=O)c(C(=O)c3ccc(C)c(C)c3)cn(Cc3ccc(F)cc3)c2cc1OC | -2%
Cc1ccc(CNC(=O)Cn2c(=O)ccc3cc(S(=O)(=O)N4CCC(C)CC4)ccc32)cc1 | 3%
COc1cccc(NC(=O)c2c(N3CCCC3=O)c3cc(C)ccc3n2C)c1 | 3%
O=C1CS(=O)(=O)C2(C(=O)Nc3ccccc32)N1c1cccc(Cl)c1 (stereo not given) | -4%
CCOC(=O)c1ccccc1NC(=O)CN(c1cccc(C)c1C)S(=O)(=O)c1ccccc1 | 3%
COc1ccc(OC)c(-n2cnc3cc(C(=O)NC4CCCC4)ccc32)c1 | -10%
CCOC(=O)C(C#N)(Cc1cc(OC)cc(OC)c1)Cc1cc(OC)cc(OC)c1 | 0%
COc1cccc(NS(=O)(=O)c2ccc(-c3cc(C)no3)s2)c1 | 2%
O=C(CCS(=O)(=O)c1cc2c(cc1Cl)NC(=O)CO2)NCc1ccc(Cl)cc1 | 0%
O=C(Cc1csc2nc(-c3ccc(F)cc3)cn12)NCc1ccccc1 | 0%
CCN(CC)S(=O)(=O)c1ccc2nc(NC(=O)c3ccc(Br)o3)sc2c1 | 2%
Cc1ccc(C)c(CSc2cn(CCNC(=O)c3cccs3)c3ccccc23)c1 | -3%
CC(C)C1N=C2c3ccccc3N=C(SCC(=O)NCc3ccc(F)cc3)N2C1=O (stereo not given) | 2%
O=C(COc1ccc(Cl)cc1)OCc1cc(=O)n2nc(C3CC3)sc2n1 | 6%
O=S(=O)(c1ccc(Cl)cc1)c1nnn2c1nc(N1CCCCC1)c1sccc12 | 3%
O=C(CCC1N=C2c3ccccc3N=C(SCc3cccc(Cl)c3)N2C1=O)NCc1cccs1 (stereo not given) | -7%
Cc1cccc(C(=O)N2CCc3cc(CNS(=O)(=O)c4ccc(Cl)s4)ccc32)c1 | 5%
O=C(NCCCc1nc2ccccc2n1Cc1ccc(F)cc1)C1CCCCC1 | -6%
Cc1ccc(SCCNC(=O)CN(c2ccccc2)S(=O)(=O)N(C)C)cc1 | -7%
CCOCCCn1c(=N)c(C(=O)NC(C)c2ccccc2)cc2c(=O)n3cccc(C)c3nc21 (stereo not given) | 9%
COC(=O)c1cc2oc3ccccc3c2n1Cc1nc(-c2ccccc2C)oc1C | 3%
CCOC(=O)c1c(C)oc2nc(C)nc(NCCc3ccc(SC)cc3)c12 | -2%
Cc1ccccc1-c1noc(-c2ccc(NC3CCCC3)c([N+](=O)[O-])c2)n1 | -7%

Other entries
canonical_smiles | Tb PYK inh
COc1cccc2sc(N(Cc3cccnc3)C(=O)COc3ccccc3)nc12 | 4%[15.4 µM]
O=C(Cn1c(=O)ccc2cc(S(=O)(=O)N3CCCC3)ccc21)Nc1ccc(Cl)cc1 | -8%
CCCCOC(=O)c1ccc(NC(=O)/C(C#N)=C/c2ccc(-c3ccccc3)o2)cc1 | 0%
Cc1ccccc1C(=O)Nc1cccc(-c2cn3cccnc3n2)c1 | -2%
COc1ccc(NCc2cc3cc4c(cc3n(CC(=O)Nc3cc(C)ccc3C)c2=O)OCCO4)cc1 | -4%
CCOC(=O)c1cc(-c2ccc(C)cc2)n(CC(=O)NC2CCCCCC2)c1C | 5%
Cc1ccc(NC(=O)CN2C(=O)CC(c3ccc(C)c(C)c3)=Nc3ccccc32)cc1 | 0%
CC(C)N1[N]C(=C2C=c3cc(O)ccc3=N2)c2c(N)ncnc21 | 6%
COc1cc(OC)c(Nc2ncnc3onc(-c4cccc(Cl)c4)c23)cc1Cl | 7%
COc1ccc(NC(=O)CCNS(=O)(=O)c2ccc3c(c2)CCCC(=O)N3)cc1Cl | 3%
COc1cccc(CNC(=O)c2sc3nc[nH]c(=O)c3c2C)c1 | 1%
Cc1cccc(-c2nc3scc(CCNS(=O)(=O)c4ccc(F)cc4C)n3n2)c1 | 5%
CCN(CC)S(=O)(=O)c1ccc2c(c1)c(=O)c(C(=O)N1CCN(c3ccccc3OC)CC1)cn2C | 6%
Cc1cc(C)c(NC(=O)CSc2ccnc(=O)[nH]2)c(C)c1 | 1%
Cc1ccc(NC(=O)c2oc3ccccc3c2NC(=O)C2CCCCC2)cc1 | -2%
COc1ccc(-n2nc(C(=O)N3CCN(c4cccc(C)c4)C(C)C3)c3c4ccccc4n(C)c3c2=O)cc1Cl (stereo not given) | 0%
Cc1ccc(NC(=O)Cn2ccn(-c3ccccc3)c(=O)c2=O)cc1 | 0%
CS(=O)(=O)c1ncc(Cl)c(C(=O)Nc2c(C(=O)c3ccc(Cl)cc3)oc3ccccc23)n1 | 7%
O=c1c(S(=O)(=O)c2ccccc2)cn(Cc2cccc(F)c2)c2cc(N3CCOCC3)c(F)cc12 | -3%
CC(C)(C)C(=O)Nc1ccc(Cl)c(-c2nc3ccccc3[nH]2)c1 | 5%
CCCCN(C)c1ncnc2c1cnn2-c1cccc(Cl)c1 | 1%
CCOC(=O)c1c(NC(=O)/C=C/c2ccc(Cl)cc2)sc2c1CCC(C)C2 (stereo not given) | -7%
COc1cc(C(=O)Nc2cc(C)c(O)c(-c3nc4cc(Cl)ccc4o3)c2)cc(OC)c1OC | 6%
CCCC(=O)N1CCc2cc(OC)c(OC)cc2C1COc1ccc(C(=O)OC)cc1 (stereo not given) | 3%

4 structures out of the list, sorted by heavy-atom count, largest number first.
canonical_smiles | Tb PYK inh
O=c1c(S(=O)(=O)c2ccccc2)cn(Cc2cccc(F)c2)c2cc(N3CCOCC3)c(F)cc12 | -3%
CCCC(=O)N1CCc2cc(OC)c(OC)cc2C1COc1ccc(C(=O)OC)cc1 (stereo not given) | 3%
Cc1ccc(NC(=O)Cn2ccn(-c3ccccc3)c(=O)c2=O)cc1 | 0%
CC(C)(C)C(=O)Nc1ccc(Cl)c(-c2nc3ccccc3[nH]2)c1 | 5%

(list continues)
canonical_smiles | Tb PYK inh
CN(Cc1ccc(F)cc1)S(=O)(=O)c1nnc(NC(=O)c2ccc(F)cc2)s1 | -8%[15.4 µM]
Cc1ccc(OCC(=O)Nc2nonc2-c2ccc(C)c(C)c2)cc1C | 6%
CC(C)c1ccc(N2C(=O)CSC23C(=O)N(Cc2cccc(F)c2)c2ccccc23)cc1 (stereo not given) | 6%
CC(C)c1ccc(NC(=O)C2CCCN(S(=O)(=O)c3cccc4nsnc34)C2)cc1 (stereo not given) | -1%
COc1cc(C(=O)OCc2cc(=O)n3ccsc3n2)cc(OC)c1OC | 6%
CCOC(=O)c1c(S(=O)(=O)N2CCCC(C(=O)N3CCN(c4cccc(C)c4C)CC3)C2)c(C)n(C)c1C (stereo not given) | -4%
CCOc1ccccc1C(=O)Nc1ccc(S(=O)(=O)N(Cc2ccccc2)c2ccccc2)cc1 | 1%
Cc1cccc(NC(=O)c2ccc(F)c(S(=O)(=O)N3CCN(c4ccc(F)cc4)CC3)c2)c1 | 3%
COc1cccc(-n2ccnc2SCC(=O)Nc2nc3ccc(C)cc3s2)c1 | 1%
CCCCCCNc1ncnc2c1sc1nc(N3CCOCC3)c3c(c12)CCCC3 | -3%
COc1ccc2c(c1)CCc1c(C(=O)Nc3c(C)nn(Cc4ccccc4C)c3C)noc1-2 | -4%
COc1cccc(-n2c(=O)c3sc4ccccc4c3n(CC(=O)Nc3ccccc3OC)c2=O)c1 | 3%
COc1ccc(NC(=O)c2c(NC(=O)C(F)(F)F)sc3c2CCCCC3)cc1 | 13%
Cc1cc(C)cc(NC(=O)CSc2oc(-c3ccco3)nc2S(=O)(=O)c2ccc(Cl)cc2)c1 | -3%
CC(=O)c1ccc(NC(=O)Cn2c3ncccc3c(=O)n2-c2ccc(C)cc2)cc1 | 4%
Cc1cc(C)cc(NS(=O)(=O)c2ccc3[nH]cc(C(=O)N4CCCCC4)c(=O)c3c2)c1 | 2%
Cc1ccc2c(c1)cc1c(=O)n(Cc3ccc(Cl)cc3)nc(C)n12 | 0%
CCc1cccc(NC(=O)c2nc(-c3ccncc3)no2)c1 | 5%
COc1cccc(-c2nnc3n(Cc4ccc(C)cc4)c(=O)c4ccccc4n23)c1O | 0%

A portion of the library; the hit share may differ from the screen's.
